High-throughput results from PubChem.
S1P4 ag: S1P4 receptor agonists, primary screen, cell-based; AID 1509, 2009; actives 0.35% (n = 220,000); S1P4-expressing cell line, agonist reporter assay; activation, % at 4.98 µM; Sphingosine 1-phosphate receptor 4 (Homo sapiens), O95977; in the data active = activation above about 11%;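 also: 0% = DMSO vehicle and 100% = reference agonist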
Target sequence (O95977 whole entry, looked up): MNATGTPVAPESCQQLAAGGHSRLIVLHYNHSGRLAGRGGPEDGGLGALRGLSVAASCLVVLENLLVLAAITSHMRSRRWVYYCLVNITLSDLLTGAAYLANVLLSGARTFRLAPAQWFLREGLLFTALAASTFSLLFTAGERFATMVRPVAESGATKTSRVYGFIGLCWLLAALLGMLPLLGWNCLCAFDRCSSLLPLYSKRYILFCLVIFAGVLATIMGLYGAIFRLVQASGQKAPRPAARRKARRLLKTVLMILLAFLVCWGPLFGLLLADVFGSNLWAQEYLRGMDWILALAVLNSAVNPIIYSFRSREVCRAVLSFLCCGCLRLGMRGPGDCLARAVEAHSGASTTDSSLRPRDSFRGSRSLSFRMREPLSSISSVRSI
Calpain2 inh: inhibitors of pig calpain II, primary screen, biochemical, fluorogenic peptide substrate, 1536-well | inhibition, % at 16 µM | actives 0.37% (n = 220,000) | purified calpain II, 30 min;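 active = inhibition above about 50%, limit read from the data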
TRPN1 ag: zebrafish TRPN1 channel agonists, primary screen, cell-based, HEK293, calcium fluorescence; transient receptor potential cation channel N1 (TRPN1/NompC), Danio rerio; HEK293 zebrafish TRPN1-YFP, Fluo-8 calcium fluorescence; 100% = response to 87 µM carbachol; activation, % at 3 µM; actives 0.18% (n = 220,000);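 active = activation above its plate's cutoff, the mean activation of test wells on that plate plus 3 SD, cut at about 19% in these data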;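 also: 0% = DMSO alone and 100% = 87 µM carbachol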
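Assay system: Zebrafish TRPN1-YFP in HEK293 cells | Incubation: Dye loading 1 h at 37 °C, then 30 min room temperature | Measured by: Kinetic Fluo-8 fluorescence, ex 470-495, em 515-575 nm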
EP2 mod: EP2 receptor modulators, cAMP readout, primary screen, cell-based, HTRF cAMP, PGE2 stimulation. induction, % at 25 µM. Prostaglandin E2 receptor EP2 subtype (Homo sapiens), P43116. AID 940, 2007. actives 0.83% (n = 260,000). EP2-expressing cells, cAMP HTRF FRET, PGE2 co-stimulation;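 active = compounds whose cAMP rise, as percent of the full-agonist control response, exceeds 60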;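 also: rat C6 glioma line stably carrying human EP2 under a CMV promoter; the protocol text gives 20 µM as final concentration; 100% = response of wells given 1 µM PGE2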
S1P4 antag: S1P4 receptor antagonists, primary screen, cell-based; actives 0.26% (n = 220,000); inhibition, % at 4.98 µM; AID 1510, 2009; S1P4-expressing cells, antagonist mode, reporter read-out; Sphingosine 1-phosphate receptor 4 (Homo sapiens), O95977; in the data active = inhibition above about 29%;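 also: 0% = wells stimulated with agonist and 100% = vehicle wells without agonist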
BaF3 tox: parental Ba/F3 cell viability inhibition, counter-screen for JAK2V617F inhibitor project, murine pro-B, CellTiter-Glo luminescence; CellTiter-Glo ATP luminescence; inhibition, % at 5.6 µM; AID 1486, 2009; actives 1.1% (n = 220,000);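 active = inhibition above a per-campaign cutoff, the mean inhibition of all tested compounds plus 3 SD, cut at about 27% in these data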;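 also: 0% = DMSO wells and 100% = JAK Inhibitor I control wells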
Ba/F3 V617F tox: reduced viability of JAK2V617F-dependent Ba/F3 cells, primary screen, JAK2V617F inhibitor project, cell-based, Ba/F3 EpoR-JAK2V617F, luminescence | actives 1.1% (n = 220,000) | AID 1446, 2008 | ATP luminescence | inhibition, % at 5.6 µM;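 active = inhibition above the campaign mean plus 3 SD over all tested compounds, cut at about 24% in these data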;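 also: cytokine-independent growth of Ba/F3 cells driven by EpoR plus mutant JAK2; 0% = DMSO-treated cells and 100% = JAK inhibitor I control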
PERK inhibitor: block of dimerizer-induced PERK translation repression, primary screen, PERK inhibitor project, CHO PERK-DD cells, SEAP luminescence, HTS. Eukaryotic translation initiation factor 2-alpha kinase 3 (Homo sapiens), Q9NZJ5. CHO PERK-DD fusion, SEAP luminescence translation reporter. inhibition, % at 5.6 µM. actives 0.17% (n = 220,000);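 active = inhibition above the mean inhibition of all tested compounds plus 3 SD, set separately per screening campaign, cut at about 2.9% in these data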;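 also: PERK kinase domain activated by AP20187 dimerizer at 100 nM; 0% = DMSO with dimerizer and 100% = rapamycin at 8.4 µM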
TRPML3 ag: human TRPML3 channel agonists, primary screen, cell-based, HEK293 TRPML3-YFP, Fluo-8 calcium fluorescence, 3 µM. 100% = the carbachol control signal. AID 1448, 2008. activation, % at 3 µM. Mucolipin-3 (Homo sapiens), Q8TDD5. actives 0.29% (n = 220,000);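 active = activation above its plate's cutoff, the mean activation of the plate's test wells plus 3 SD, cut at about 12% in these data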;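 also: 0% = DMSO only wells and 100% = carbachol wells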
Target sequence (Q8TDD5 whole entry, looked up): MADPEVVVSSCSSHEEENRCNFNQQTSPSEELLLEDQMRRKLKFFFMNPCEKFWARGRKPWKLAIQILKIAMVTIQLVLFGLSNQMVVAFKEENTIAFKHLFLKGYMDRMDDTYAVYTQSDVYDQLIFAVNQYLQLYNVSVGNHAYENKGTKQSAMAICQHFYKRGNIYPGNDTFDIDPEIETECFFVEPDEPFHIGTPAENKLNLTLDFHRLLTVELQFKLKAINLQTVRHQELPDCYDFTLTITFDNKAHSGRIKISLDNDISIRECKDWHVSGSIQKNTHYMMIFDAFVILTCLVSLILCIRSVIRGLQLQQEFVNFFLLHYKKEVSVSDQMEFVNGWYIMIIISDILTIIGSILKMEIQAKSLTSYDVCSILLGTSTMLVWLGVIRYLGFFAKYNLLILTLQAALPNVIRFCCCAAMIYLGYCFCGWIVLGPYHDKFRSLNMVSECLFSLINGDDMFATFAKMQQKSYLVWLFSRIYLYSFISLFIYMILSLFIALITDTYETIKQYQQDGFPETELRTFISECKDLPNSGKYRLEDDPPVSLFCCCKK
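Test system – HEK293 line with stable expression of human TRPML3-YFP channel · Control set – carbachol 87 µM final as high control (100%), DMSO as low control (0%) · Signal – Fluo-8 calcium dye fluorescence, ex 470-495, em 515-575 nm · Incubation – 1-h 37 °C dye load, 5-s basal, 120-s post-compound reads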
* = called active by the depositor; . = not tested or not shown; & = joins results of further samples.

SMILES	S1P4 ag	Calpain2 inh	TRPN1 ag	EP2 mod	S1P4 antag	BaF3 tox	Ba/F3 V617F tox	PERK inhibitor	TRPML3 ag
COc1ccc(OC)c(C2C(C(=O)c3ccccc3)=C(C)Nc3nc4ccccc4n32)c1 (configuration not stated)	1.1	-6	-0.1	36	0	1	-9	0.2	-0.1
CC(=O)OCCNc1cc(Sc2nc3ccccc3[nH]2)c2nonc2c1[N+](=O)[O-]	2.1	-11	-0.7	1	-7	3	0	0.1	-0.5
O=C(NCc1ccc2c(c1)OCO2)c1ccc(CSCc2ccccc2Cl)o1	-2.1	25	1.1	-2	-4	1	-4	0.6	0.8
Cn1c(=O)c2c(nc(SCC(=O)N(C3CCCCC3)C3CCCCC3)n2C)n(C)c1=O	1.0	.	0.4	.	-22	4	-2	1.0	0.8
CSCC[C@H](NC(=O)C1CCN(S(=O)(=O)c2ccc(C)cc2)CC1)C(=O)NCc1ccco1	0.5	-13	-1.7	6	6	0	-3	0.1	-0.8
Cc1ccccc1C(=O)N1CCN(c2ccc(NC(=O)c3ccc4c(c3)OCO4)cc2)CC1	0.6	-29	8.9	-6	-4	67*	67*	-0.4	4.4
O=C1SC(c2ccccc2)=C/C1=C\N1CCCCC1	0.2	16	1.0	-1	-9	2	-3	0.7	0.2
Cc1cc2c(c(=O)n1CC1CCCO1)C(c1ccco1)C(C#N)=C(N)O2 (configuration not stated)	0.2	-33	-0.7	-10	-11	0	1	-0.1	0.4
CCOC(=O)N1CCN(C(=O)c2ccc(N3C(=O)CCC3=O)cc2)CC1	-0.9	-45	7.3	14	-5	0	2	-0.4	0.3
CC1CCCN(CC(=O)Nc2ccc(S(=O)(=O)N3CCCCCC3)cc2)C1 (configuration not stated)	0.2	8	2.1	9	-1	5	-2	-0.7	0.4
COc1ccc(OCCSc2nnc(-c3cccnc3)n2N)cc1	-1.8	24	1.1	-7	-15	3	7	-1.0	-0.3
O=c1c(-c2ccccc2)n[nH]c2ccccc12	1.7	-2	1.7	2	-9	5	-1	0.9	1.1
S=C1NCCOCCOCCNC(=S)N2CCOCCOCCN1CCOCCOCC2	0.3	1	1.6	19	-3	6	0	1.2	0.6
COc1ccc(CNC(=O)COC(=O)C2=COCCO2)cc1	2.5	0	1.8	-6	10	0	1	0.9	-0.1
CC(C)CNC(=O)c1ccc(Cl)c(Cl)c1	-0.1	-12	-0.1	-9	7	5	1	-0.1	0.1
CCN(CC)S(=O)(=O)c1ccc(N2CCCC2)c(C(=O)OCC(=O)N2CCCC2)c1	1.0	-2	-1.3	-22	-16	3	-1	0.1	0.6
CCn1c(Cc2ccccc2)nnc1SCc1nc2ccccc2c(=O)[nH]1	-1.7	3	-0.2	2	-21	3	-4	-0.2	0.0
CC(C)N(c1nnc(N)s1)C(C)C	-0.1	-6	1.1	23&12	-2	8	2	0.4	0.3
CCCCC(=O)NC(c1ccc([N+](=O)[O-])cc1)c1c(O)ccc2ccccc12 (configuration not stated)	-0.2	-19	0.6	-20	-8	2	-1	0.4	0.1
N=C1/C(=C\c2ccc(SCc3ccccc3)o2)C(=O)N=C2SC(CC(=O)N3CCOCC3)=NN12	-0.9	7	7.0	16	-1	0	-3	-0.1	0.6

The closing two entries of the section above lead into the next:
SMILES	S1P4 ag	Calpain2 inh	TRPN1 ag	EP2 mod	S1P4 antag	BaF3 tox	Ba/F3 V617F tox	PERK inhibitor	TRPML3 ag
CCCCC(=O)NC(c1ccc([N+](=O)[O-])cc1)c1c(O)ccc2ccccc12 (configuration not stated)	-0.2	-19	0.6	-20	-8	2	-1	0.4	0.1
N=C1/C(=C\c2ccc(SCc3ccccc3)o2)C(=O)N=C2SC(CC(=O)N3CCOCC3)=NN12	-0.9	7	7.0	16	-1	0	-3	-0.1	0.6
COc1cc(CNCCN(C)C)c(Br)cc1OC1CCCC1	-0.2	-11	0.7	12	-4	3	-2	0.1	1.4
COc1cc(-c2cc(C(=O)Nc3ccc(S(=O)(=O)NCc4ccco4)cc3)c3ccccc3n2)cc(OC)c1OC	-0.6	-178	4.7	0	16	1	1	-1.0	1.3
C/C(=N\NC(=O)CO/N=C(\C)c1cccs1)c1ccc(N)cc1	0.8	3	0.0	-47	4	-1	5	1.2	0.2
Cc1cc(C(=O)COC(=O)c2cc(Cl)ccc2N)c(C)n1Cc1ccco1	0.0	-65	-0.3	13	-11	9	-3	0.1	-0.2
Cc1c(C(=O)O)cnc2c([N+](=O)[O-])cnn12	0.8	14	0.7	3	-1	0	2	1.2	0.2
CN(c1ccccc1)S(=O)(=O)c1ccc(C(=O)Nc2nnc(C3CC3)o2)cc1	-1.2	-4	0.2	17	12	7	2	-0.1	-0.4
O=C1/C(=C/c2ccncc2)SC(=S)N1Cc1ccccc1	0.5	-6	-1.2	-22	17	2	-2	1.3	0.2
CCCOc1ccc(C(=O)Nc2c[nH]c(=O)[nH]c2=O)cc1	-0.1	-5	1.4	-1	-12	7	-1	1.4	0.9
O=C(N/N=C/c1ccc(F)cc1)c1c(O)c2ccccc2[nH]c1=O	0.2	-42	1.2	3	-3	8	3	1.0	0.7
O=C(CSc1nc2ccccc2c(=O)n1NC(=O)Cc1ccccc1)NCc1ccccc1Cl	-0.3	-45	-0.5	3	-18	8	3	-0.6	-0.6
COC(=O)c1ccc(NC(=O)COc2ccc(S(=O)(=O)NC(C)C)cc2)cc1	-1.2	14	3.5	-10	7	1	1	0.5	0.3
COc1ccc(C(=O)COC(=O)CCN=C2NS(=O)(=O)c3ccccc32)cc1OC	-0.9	3	1.9	26	-50	4	-3	1.7	-0.3
CC(c1nnnn1C(C)(C)C)N(Cc1cccnc1)Cc1ccccc1Cl (configuration not stated)	0.0	-4	0.0	27	-4	4	0	-1.6	0.4
CCN(CC)C(=O)n1cnc(-c2ccccc2)c1-c1ccccc1	0.5	6	-2.8	8	-20	4	0	-0.7	0.2
O=C(Cc1ccccc1)Nc1ccccc1Oc1ccccc1	1.5	-3	-1.5	48	-3	6	-1	0.9	-0.8
CCc1nnc(NC(=O)C2(C)COC(c3ccccc3)OC2)s1 (configuration not stated)	1.0	-18	0.2	-6	-10	4	0	1.6	0.3
CCCc1nc2c(sc3nc4c(cc32)COC(C)(C)C4)c(=O)n1CCN(C)C	0.2	0	3.4	-38	-3	1	-2	0.0	1.0
N#Cc1cc2[nH]c3ccccc3c2[n+](-c2ccc([N+](=O)[O-])cc2)c1N	-2.6	-24	1.1	16	1	0	-5	1.1	0.7
Cc1nn(-c2ccccc2)c(C)c1/C=N/NC(=O)c1cccs1	1.2	32	4.6	-1	11	9	6	-0.7	-0.6
CC(=O)OC(C)C[N+](C)(C)C (configuration not stated)	-0.9	0	51*	4&12&5	-20	8	1	1.5	78*
COc1cccc(C2C(C#N)=C(N)Oc3cc(N)ccc32)c1OC (configuration not stated)	-0.8	-36	1.2	-20	-1	2	-1	-0.4	-0.4
COC(=O)c1sccc1NC(=O)CSCCc1ccccn1	-1.1	-14	0.4	-33	-2	1	-2	1.1	-0.3
Clc1ccc2nc(N3CCNCC3)nc(-c3ccccc3)c2c1	20*	.	1.1	.	30*	7	11	-1.1	0.3
CC(NC(=O)c1ccccc1N)c1ccccc1 (configuration not stated)	1.1	-189	0.6	14	-9	9	-2	1.9	0.2
c1ccc(CNc2ncnc3nc[nH]c23)nc1	1.9	-8	2.2	7	-1	2	-3	-0.6	0.5
CCOc1cc(N2CCOCC2)c(OCC)cc1NC(=O)c1ccccc1	-0.8	-6	2.6	-15	-4	9	2	-0.2	0.3
Cc1onc(-c2ccccc2Cl)c1C(=O)Nc1ccc(Cl)cn1	1.6	-42	-2.6	27	-3	1	-6	1.3	0.0
Fc1ccc(NC(=S)NCCc2ccccn2)cc1	1.4	-116	-0.7	4	2	0	-4	1.1	0.2
O=c1c2c(ncn2C2CCCC2)n(Cc2ccccc2)c(=O)n1CCOc1ccccc1	1.7	13	-0.5	26	-6	3	-1	-0.1	0.1
CC(=O)Nc1ccc(S(=O)(=O)NCC(=O)OCC(=O)NC(=O)C2CCCCC2)cc1	3.3	2	0.4	35	-7	4	1	-0.2	1.4
COCCN(C(=O)CSc1nc2ccc(C)cc2[nH]1)c1c(N)n(Cc2ccccc2)c(=O)[nH]c1=O	-0.8	17	-0.5	22	8	-5	-4	1.4	0.8
O=C(Cc1ccccc1)N/N=C/c1cccc([N+](=O)[O-])c1	1.2	-8	-0.5	-26	0	7	2	-0.3	-0.8
COc1ccc(CNC(=O)c2cc(-n3cnnc3)ccc2Cl)cc1	4.5	-15	-0.5	20	-11	0	-5	1.4	0.4
CCOCCCNCC(=O)Nc1ccc(OC(F)(F)F)cc1	-5.2	-2	-1.2	-22	-6	1	-5	0.9	-0.2
CC(C)(C)N(NC(=O)OCc1ccccc1)C(=O)c1ccccc1	-0.8	16	-2.0	8	-16	7	4	-0.7	0.1
O=[N+]([O-])c1ccc(-c2csc(N/N=C/c3cccnc3)n2)cc1	1.3	-1	0.0	14	-17	-1	-2	1.1	0.8
O=C(NC1CC1)C1CCC(=O)N1C1CCCC1 (configuration not stated)	-2.5	10	1.7	36	-4	5	5	-0.1	0.1

Quoted at random: 2 entries already listed.
SMILES	S1P4 ag	Calpain2 inh	TRPN1 ag	EP2 mod	S1P4 antag	BaF3 tox	Ba/F3 V617F tox	PERK inhibitor	TRPML3 ag
O=C(N/N=C/c1ccc(F)cc1)c1c(O)c2ccccc2[nH]c1=O	0.2	-42	1.2	3	-3	8	3	1.0	0.7
CCN(CC)C(=O)n1cnc(-c2ccccc2)c1-c1ccccc1	0.5	6	-2.8	8	-20	4	0	-0.7	0.2

Reformatted in CSV form: part of the list above
Compound,S1P4 ag,Calpain2 inh,TRPN1 ag,EP2 mod,S1P4 antag,BaF3 tox,Ba/F3 V617F tox,PERK inhibitor,TRPML3 ag
COCCN(C(=O)CSc1nc2ccc(C)cc2[nH]1)c1c(N)n(Cc2ccccc2)c(=O)[nH]c1=O,-0.8,17,-0.5,22,8,-5,-4,1.4,0.8
Cc1onc(-c2ccccc2Cl)c1C(=O)Nc1ccc(Cl)cn1,1.6,-42,-2.6,27,-3,1,-6,1.3,0.0
c1ccc(CNc2ncnc3nc[nH]c23)nc1,1.9,-8,2.2,7,-1,2,-3,-0.6,0.5
CC(C)(C)N(NC(=O)OCc1ccccc1)C(=O)c1ccccc1,-0.8,16,-2.0,8,-16,7,4,-0.7,0.1
COC(=O)c1sccc1NC(=O)CSCCc1ccccn1,-1.1,-14,0.4,-33,-2,1,-2,1.1,-0.3
